Source: PubChem BioAssay
SW480 rerep = A quantitative high throughput screen for small molecules that induce DNA re-replication in SW480 colon adenocarcinoma cells | 340,000 compounds, 1.8% hits | SW480 DNA re-replication, Hoechst DNA content imaging, 48 h | AID 624297, 2012 | Potency, µM (titrated, usually from 46.1 µM), without a hit: at the highest dose re-replication activation, most hits filed as activators; also: potency is read from the fitted curve at half-maximal effect; % of control where 0% means no effect; nearly all actives have a fitted effect of over 55% in size
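Hoechst fluorescence of nuclei (405 nm excitation, 500-530 nm emission) measured by plate-scanning imager after 48 hr compound exposure at 37 C; re-replication scored as increased number of nuclei with elevated intensity.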
KB-3-1 tox = qHTS assay for MDR1-selective chemotherapeutics: Primary screen using the parental adenocarcinoma cell KB-3-1 | KB-3-1 viability, CellTiter-Glo ATP luminescence, 72 h | Potency, µM (doses to about 46.1 µM), inactives show top-dose activity change, negative = cytotoxic, most hits filed as cytotoxic | 400,000 compounds, 1.4% hits; also: potency is read from the fitted curve at half-maximal effect; % is scaled to controls: 0 for no effect and ±100 for the full control effect; nearly all actives have a fitted effect of over 60% in size
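Screening of KB-3-1 cells (DMEM, 10% FBS, phenol-red free) ran from lowest to highest compound concentration; after 72 h at 37 °C viability was read luminescently and curves fitted.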
D3 ag = qHTS of D3 Dopamine Receptor Agonist: qHTS. max activation, %. D(3) dopamine receptor (Homo sapiens), P35462. 410,000 compounds, 0.58% hits. AID 652048, 2013. D3R DiscoveRx beta-arrestin cells, luminescence, 90 min; in the data active = max activation above about 30%; also: 0% is about no effect; mostly tested at two doses, the higher about 12 µM
Target sequence (P35462 whole entry, looked up): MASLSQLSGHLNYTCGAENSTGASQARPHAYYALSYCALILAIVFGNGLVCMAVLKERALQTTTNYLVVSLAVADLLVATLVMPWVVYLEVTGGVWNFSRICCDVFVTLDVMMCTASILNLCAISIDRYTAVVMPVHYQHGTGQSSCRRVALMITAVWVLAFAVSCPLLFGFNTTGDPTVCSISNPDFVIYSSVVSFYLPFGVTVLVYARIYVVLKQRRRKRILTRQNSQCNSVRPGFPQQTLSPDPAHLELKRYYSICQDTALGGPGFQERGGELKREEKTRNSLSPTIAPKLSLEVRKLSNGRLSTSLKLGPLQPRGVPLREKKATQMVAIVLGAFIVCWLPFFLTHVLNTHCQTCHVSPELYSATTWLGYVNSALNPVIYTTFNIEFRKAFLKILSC
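Agonist mode: compounds and dopamine controls were applied to plated cells for 90 min at 37 degrees C after an overnight attachment at 1500 cells/well. Luminescent read-out followed 30 - 60 minutes at room temperature with DiscoveRx detection reagent.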
IL-1B inflam inh = qHTS for Inhibitors of Inflammasome Signaling: IL-1-beta AlphaLISA Primary Screen; THP-1 LPS/ATP IL-1B secretion, AlphaLISA, 16 h; stronger effect = lower value; activity change, % at 57.5 µM; 360,000 compounds, 4.7% hits; AID 743279, 2014; in the data active = activity change below about -50%; inconclusive = mostly about -30% to -49%; also: % is scaled to controls: 0 for no effect and ±100 for the full control effect
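THP-1 cells pretreated 1 hr with compounds (up to 57.5 uM final), then stimulated with LPS (250 ng/mL final) plus ATP (1.25 mM final); secreted IL-1B measured by AlphaLISA after 16 hr, decreased signal indicating inhibition.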
GLP1R cytotox = qHTS of GLP-1 Receptor Inverse Agonists: Cytotox Screen. HEK293 cAMP-luciferase reporter cells, luminescence, 24 h. Potency, µM (highest dose often 38.3 µM), for the others: at the top dose activity change, negative = inhibition, hits mostly inhibitors. 410,000 compounds, 0.13% hits;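 also: loss of luciferase light is scored as toxicity; potency is read from the fitted curve at half-maximal effect; % is scaled to controls: 0 for no effect and ±100 for the full control effect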
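1536-well qHTS counterscreen of the MLSMR; 200 cells/uL, 12 h pre-incubation, 23 nL cpd, 24 h at 37 deg C 5% CO2, luciferase detection reagent, 12 min RT, luminescence. Inhibition = undesired.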
HT1080 IDH1KD tx = qHTS for induction of synthetic lethality in tumor cells producing 2HG: qHTS for the HT-1080-IDH1KD cell line; HT-1080 IDH1 knockdown viability, ATP luminescence, 48 h; Potency, µM (titrated, usually from 46.1 µM), for inactives: at the highest dose activity, negative = toxicity, hits mostly cytotoxic; 360,000 compounds, 2% hits; AID 686971, 2013;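 also: potency is read from the fitted curve at half-maximal effect; 0% = DMSO wells and -100% = cell-free medium wells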
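Luminescent ATP read-out (CellTiter-Glo, 10 min at room temperature) after 48 h compound exposure at 37 °C gave viability of IDH1-knockdown HT-1080 cells. Activity was normalised to DMSO and cell-free wells, then fitted as concentration-response curves.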
MCF10A rerep = A quantitative high throughput screen for small molecules that induce DNA re-replication in MCF 10a normal breast cells. MCF 10A DNA re-replication, Hoechst nuclear intensity, 48 h. 350,000 compounds, 2.9% hits. AID 624296, 2012. Potency, µM (highest dose often 46.1 µM), inactives show at the highest dose activity, positive = re-replication, usual class: activators; also: potency is read from the fitted curve at half-maximal effect; % of control where 0% means no effect; nearly all actives have a fitted effect of over 50% in size
KB-V1 cytotox = qHTS assay for MDR1-selective chemotherapeutics: Primary screen using the drug-selected MDR subline cells KB-V1. KB-V1 MDR cells viability, CellTiter-Glo, 72 h. Potency, µM (series often up to 46.1 µM), for inactives: top-dose activity change, negative = cytotoxicity, actives largely listed as cytotoxic. AID 1347076, 2019. 400,000 compounds, 3.4% hits; also: potency is read from the fitted curve at half-maximal effect; % is scaled to controls: 0 for no effect and ±100 for the full control effect; nearly all actives have a fitted effect of over 60% in size
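Readout: CellTiter-Glo luminescence, 10 min after addition. Cells: KB-V1 MDR subline, 72 h at 37 degrees C with compound. Analysis: corrected, normalized data fitted to concentration-effect curves.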
HT1080-NT tox = qHTS for induction of synthetic lethality in tumor cells producing 2HG: qHTS for the HT-1080-NT fibrosarcoma cell line; HT-1080-NT fibrosarcoma viability, CellTiter-Glo ATP luminescence, 48 h; Potency, µM (series often up to 46.1 µM), inactives show at the top dose activity, negative = less viability, actives largely listed as cytotoxic; 360,000 compounds, 1.6% hits; AID 686970, 2013;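 also: NT is the 2HG producing partner of a matched IDH1 knockdown line; potency is read from the fitted curve at half-maximal effect; 0% = DMSO-treated cells and -100% = media-only wells without cells; nearly all actives have a fitted effect of over 55% in size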
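Toxicity toward the 2HG-producing NT line was scored as %Activity, normalised to DMSO and no-cell wells, from CellTiter-Glo luminescence after 48 hours' treatment.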
* marks the source's active call; other numbers are inactive results; ? = inconclusive; . = no result given; [ ] = dose if it differs, or a comment. Unless noted, calls follow the shape of the dose curve; as a rule, active = well fitted curve in the direction sought with a large enough effect; inconclusive = small, poorly fitted or top-dose-only effect, or another doubt; inactive = no such curve, though single readings can be large; an effect the other way counts as inactive or inconclusive.

Sequence of screens: SW480 rerep, KB-3-1 tox, D3 ag, IL-1B inflam inh, GLP1R cytotox, HT1080 IDH1KD tx, MCF10A rerep, KB-V1 cytotox, HT1080-NT tox
- O=C(CN(C(=O)c1csnn1)c1cccc(C(F)(F)F)c1)NCCc1ccccc1
  3%, 11%, 10, 7, -8%, -9%, ?, 10%, -15%
- COc1ccc2nc(SCC(=O)Nc3ccc4sc(C)nc4c3)c(C#N)cc2c1
  3%, 3%, 0, 13, 0%, -1%, ?, ?, 2%
- O=C(Nc1cccc(OC(=O)c2ccc(Br)o2)c1)c1ccccc1
  -8%, -2%, 1, -14, 0%, 15%, 18%, 0%, 10%
- COC(=O)c1sc(N)c(C(=O)OC)c1COC(=O)C12CC3CC(CC(O)(C3)C1)C2
  -12%, -1%, 4, -27, -10%, -15%, 20%, -10%, -27%
- Cc1ccc(NC(=O)c2cccc(S(=O)(=O)N3CCCC3)c2)nc1
  -120%[inhibitor], -5%, 0, 40, -2%, -13%, ?, -1%, -15%
- Cc1ccc(-c2cc(C(=O)N/N=C/C=C/c3ccccc3)n[nH]2)o1
  -2%, -26%, -2, ?, -34%, -1%, 20%, 3%, -9%
- O=C(Cc1ccc(Cl)cc1)Nc1cccnc1
  -1%, 0%, -8, 3, -8%, 0%, 1%, ?, 17%
- CN(C)S(=O)(=O)c1cccc(NC(=O)c2ccc(NS(=O)(=O)c3cccs3)cc2)c1
  -3%, 4%, -11, 0, -10%, -1%, 4%, 0%, 4%
- N#CC1=C2N=C(N)c3ccccc3N2C2=C(C(=O)CCC2)C1c1cccc(Cl)c1 (stereo not drawn)
  ?, -9%, 2, ?, 3%, -10%, -6%, -19%, -3%
- CSc1ccc(CNC(=O)C2CCC(=O)N(CCc3ccc(Cl)cc3)C2)cc1 (stereo not drawn)
  ., -5%, 4, -28, -5%, -18%, ., ?, -25%
- Cc1ccc(CCNC(=O)C2CCC(=O)N2CCc2ccccc2)cc1 (stereo not drawn)
  6%, 13%, 6, 16, 0%, 3%, 0%, 7%, 15%
- CCn1c(=N)n(CC(=O)C(C)(C)C)c2ccccc21
  ?, -1%, 11, -6, -81%, 7.9µM*, ?, -24%, 7.1µM*
- Cc1ccccc1N(C(=O)Cc1cccs1)C(C(=O)NCC1CCCO1)c1cccnc1 (stereo not drawn)
  -1%, 9%, 13, -3, -11%, 0%, 4%, 16%, 5%
- Cc1cc(C)c(S(=O)(=O)N/N=C/c2ccc3c(c2)OCO3)c(C)c1
  -9%, -2%, 6, 11, -8%, 4%, 1%, 0%, 2%
- C[C@H]1CCC[C@@]2(O[C@H](CCO)C[C@H](O)[C@H]2O)O1
  -56%[inhibitor], 0%, 1, 21, -6%, 13%, 0%, -8%, 18%
- COc1cc(Cl)c(CN2CCCC(CO)(Cc3ccccc3F)C2)cc1OC (stereo not drawn)
  ?, 0%, 0, ?, -13%, ?, ?, ?, -21%
- Cc1c(C(=O)OCC(=O)NCc2ccco2)oc2ccccc12
  0%, 19%, 5, -25, ?, 9%, -3%, ?, -14%
- COc1cccc(N2CCN(C(=O)CC(NC(=O)c3ccccc3)c3ccccc3)CC2)c1 (stereo not drawn)
  2%, 0%, -9, -11, -1%, -2%, 13%, 0%, 5%
- CC(Sc1ccccn1)C(=O)Nc1ccccc1 (stereo not drawn)
  0%, -17%, -11, -16, 0%, 0%, 0%, ?, 12%
- COc1ccc(NC(=S)Nc2cccc3ccccc23)cc1OC
  0%, 14%, -13, 6, -4%, -2%, 0%, 2%, 0%
- CCC1CCCCN1C(=O)COC(=O)c1cccs1 (stereo not drawn)
  -3%, 8%, -10, 11, -9%, 0%, -1%, -10%, 5%
- CC(=O)N(c1ccc(Br)cc1)C1C=CS(=O)(=O)C1 (stereo not drawn)
  -1%, -8%, -9, -3, 4%, 9%, -1%, -7%, 5%
- CCOc1ccc(CNC(c2ccccc2)c2ccccc2)cc1
  2%, -5%, -19, 29, 3%, -30%, ?, -22%, -21%
- O=C(OCc1cn([C@@H]2C[C@H](c3ccccc3)N(C(=O)c3cccs3)C[C@H]2O)nn1)c1ccccc1
  ., 14%, -8, -10, 2%, 4%, ., -9%, -7%
- COc1ccc(N(C)S(=O)(=O)c2cccc(C(=O)NC3CCC(C)CC3)c2)cc1 (stereo not drawn)
  ?, ?, 4, ?, 5%, -21%, ?, ?, -11%
- CN(Cc1ccccc1)C(=O)c1[nH]cnc1C(=O)N[C@@H](Cc1ccccc1)C(=O)OCc1ccccc1
  ?, -1%, 14, 9, ?, -5%, ?, -3%, -3%
- CCCN1C2CCCC1CC(NC(=O)c1ccc(F)cc1)C2 (stereo not drawn)
  -7%, 1%, -2, -4, -3%, 3%, 5%, ?, 1%
- CN(C(=O)CSc1nc2ccc([N+](=O)[O-])cc2s1)C1CCS(=O)(=O)C1 (stereo not drawn)
  ?, -7%, -17, 37, -12%, -1%, 0%, -10%, -1%
- COc1cc(-c2nc(-c3ccccc3)c(-c3ccc(Br)cc3)[nH]2)cc(OC)c1O
  ., -7%, -8, ., -13%, ., ., 2%, .
- O=C1c2cccc3c(N4CCOCC4)c([N+](=O)[O-])cc(c23)C(=O)N1c1cccc2ccccc12
  3%, ?, -19, -6, -16%, 0%, 18%, -5%, -15%
- COc1cc(C2N(c3ccc(F)cc3)C(=O)C3CCCN32)cc(OC)c1OC (stereo not drawn)
  2%, 1%, 0, 17, 8%, -6%, 4%, -14%, 0%
- COC(=O)CN1C(=O)C2(OCCCO2)c2cc(Br)ccc21
  3%, -14%, -1, 18, -1%, -8%, -23%, 11%, 5%
- COCCn1c(SCC(=O)NCCCN2CCCC2=O)nc2sc3c(c2c1=O)CCCC3
  -1%, 25%, -6, 0, 0%, 0%, 5%, 21µM*, -3%
- COc1ccc(C(=O)C2CCCN(Cc3cn[nH]c3-c3ccc(F)cc3)C2)cc1OC (stereo not drawn)
  -6%, -11%, -1, -23, -7%, -9%, -1%, -15%, -1%
- COc1ccc(NC(=O)C2(C)CCN2C(=O)c2ccccc2CCc2ccccc2)cc1OC (stereo not drawn)
  ., -23%, 8, -1, ?, -18%, ., ?, -15%
- O=C(CSc1nncc2ccccc12)N1CCCCC1
  -6%, 0%, -2, -22, 3%, -2%, 5%, -9%, 18%
- CCCN1CCC(=O)N(CCSc2ccc(OC)cc2)CC1
  ?, ?, 9, 32, 12%, 23µM*, ?, -18%, ?
- CN(C)c1nc(N)nc(CSc2nnnn2-c2ccc(C(=O)O)cc2)n1
  -2%, 18%, 8, 15, -9%, 3%, -21%, -6%, 17%
- COC(=O)/C(C#N)=C/c1c(N2CCN(c3ccc(OC)cc3)CC2)nc2c(C)cccn2c1=O
  -3%, 0%, -5, -5, ?, -15%, 0%, 4%, -16%
- CC(CCc1ccco1)N(C)S(=O)(=O)c1csc(C(N)=O)c1 (stereo not drawn)
  ?, -5%, -13, 10, -7%, -5%, 8%, -16%, -6%
- COc1cccc(N(CC(=O)NCCSc2ccccc2)S(C)(=O)=O)c1
  -11%, 4%, 6, -4, -6%, -2%, -4%, -10%, -4%
- Nc1nn(-c2ccccc2)c(N)c1N=Nc1ccc2c(c1)OCO2
  16µM*, 7.3µM*, 4, -97*, ?, 6.5µM*, ?, 3.3µM*, 18µM*
- Cc1cccc(C(O)c2ncc(-c3ccc(C(F)(F)F)cc3)[nH]2)c1C (stereo not drawn)
  ., 0%, -2, 21, -3%, -12%, ., 4%, 4%
- O=C(Cn1cc(C(F)(F)F)ccc1=O)Nc1ccc(N2CCOCC2)cc1
  -4%, 5%, 5, 12, 1%, 18%, 2%, 7%, 8%
- O=c1c2c3c(sc2[nH]c(=S)n1Cc1ccco1)CCC3
  ?, 15%, 7, 29, -2%, -6%, ?, -4%, -7%
- COc1ccc2[nH]c(C)c(CCNc3ccc(C(F)(F)F)cc3[N+](=O)[O-])c2c1
  0%, -7%, -21, ?, 8%, -4%, 0%, -28%, -5%
- Cn1c(=O)c2c(nc(N3CCC(C(N)=O)CC3)n2CCSc2nc3ccccc3s2)n(C)c1=O
  -8%, 0%, 2, 13, 5%, 10%, 0%, -5%, 0%
- COc1ccc(C(=O)NC2CC2)cc1OC1CCN(C(C)CSC)CC1 (stereo not drawn)
  0%, -7%, -2, -13, 1%, -18%, 0%, 0%, ?
- O=C(CCl)Nc1c[nH]c(=O)[nH]c1=O
  19%, ?, 1, 25, 9%, ?, 1%, -26%, ?
- COc1ccc(CN2CCN(C(=O)c3ccc(F)cc3)CC2)c(OC)c1
  0%, 3%, -17, -13, 0%, 10%, -2%, -19%, ?
- N#Cc1nc(COc2ccc(Br)cc2)oc1NCCCn1ccnc1
  -6%, -15%, -7, -4, 1%, -18%, 25%, -18%, -18%
- O=C(CCc1nnc(Cc2ccc3c(c2)OCO3)o1)NC(c1ccccn1)C(F)(F)F (stereo not drawn)
  -8%, -1%, 1, 10, -13%, 14%, 9%, ?, 14%
- C=CCn1c(SCC(=O)/C(C#N)=C(\C)N)nnc1C1CCCCC1
  -3%, 1%, -5, 0, -2%, -5%, -7%, -15%, -4%
- Cc1ccc(CNC(=O)CCCN2C(=O)CCn3nc(-c4cccn4C)cc32)cc1
  ., 3%, -4, ., 12%, ., ., 15%, .
- O=C(NCCc1cccnc1)C1CCC(=O)N(Cc2cccc(C(F)(F)F)c2)C1 (stereo not drawn)
  0%, 11%, 3, 0, -4%, 9%, -1%, ?, 6%

Not a hit list. Share with any hit: about 11%.
